tuberculosis growth: growth inhibition of non-replicating M. tuberculosis (AID 488890) | Mycobacterium tuberculosis non-replicating, growth inhibition; higher % means a stronger effect | one-dose inhibition, % at 25 µM; IC50 in µM for titrated hits | 0.39% of 320,000 active; in the data active = a potency from the dose series; inconclusive = inhibition mostly from about 82% at the one dose, without a potency; inactive = the rest, 99 in 100 with inhibition below about 76%;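 also: plate controls were DMSO cells for no effect and high antibiotic wells for full effect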
H37Rv inhibition: M. tuberculosis growth inhibition, HTS (AID 449762); M. tuberculosis H37Rv growth inhibition, 7H9 media; higher % means a stronger effect; 0.59% of 330,000 active; one-dose inhibition, % at 25 µM; IC50 in µM for titrated hits; in the data active = a potency from the dose series; inconclusive = inhibition above about 70% without an active follow-up result;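 also: bacterial growth assessed after seven days of incubation; strong numbers were not always called active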
H1N1 NS1A inhibition: H1N1 influenza NS1A inhibitors, functional cell based assay (AID 504329). inhibition, % at 12.5 µM, or IC50 in µM where a hit was titrated. 0.3% of 340,000 active. NS1A functional cell-based assay, percent inhibition; higher % means a stronger effect; in the data active = a potency from the dose series; inconclusive = inhibition above about 27% without an active follow-up result; also: strong numbers were not always called active
inhibitors of VEEV: inhibitors of VEEV TC-83 cytopathic effect, confirmation, Vero cells (AID 588727). Vero cells, VEEV TC-83 cytopathic effect inhibition; higher % means a stronger effect. 0.13% of 350,000 active. one-dose inhibition, % at 20 µM; IC50 in µM for titrated hits; in the data active = a potency from the dose series; inconclusive = inhibition mostly from about 14% at the one dose, without a potency; inactive = the rest, 99 in 100 with inhibition below about 12%; also: strong numbers were not always called active
PhoP GFP inhibition: PhoP regulon inhibitors, Salmonella typhi PhoP promoter GFP reporter, confirmatory (AID 1850) | Salmonella Typhi PhoP-promoter GFP reporter, fluorescence, 4 h; higher % means a stronger effect | one-dose inhibition, % at 50 µM; IC50 in µM for titrated hits | 0.33% of 310,000 active; in the data active = a potency from the dose series; inconclusive = inhibition mostly from about 25% at the one dose, without a potency; inactive = the rest, 99 in 100 with inhibition below about 19%;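 also: 0% = induced wells with vehicle and 100% = uninduced wells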
inhibitors of VEEV 10K pilot screen: second read-out of inhibitors of VEEV, no call of its own (marks repeat the call); inhibition, %; measured here: 10K pilot screen inhibition
* = called active by the depositor; i = inactive; ? = inconclusive; nt = not tested or not shown. Rows were taken by chance; any-hit rate near 1.5%.

SMILES	tuberculosis growth	H37Rv inhibition	H1N1 NS1A inhibition	inhibitors of VEEV	PhoP GFP inhibition	others
COCCNC(=O)Cn1cc(/C=C(\C#N)C(=O)NC2CC2)c2ccccc21	-5.6%	3.6%	20.0%	11.2%	-3.6%
Cc1cccc(Nc2nc(C)cc(C)n2)c1	-3.1%	0.6%	-0.9%	i	-2.8%
Cc1cc(C)n(-c2ccc(C(=O)Nc3nc4ccccc4s3)cc2)n1	7.0%	-1.9%	-21.9%	10.5%	-6.4%
Cc1ccc(C(=O)Nn2c(C)nc3ccccc3c2=O)cc1C	-6.6%	1.3%	-10.6%	2.7%	-5.0%
CCCOc1ccc(-c2nc(SCc3ccccc3)[nH]c(=O)c2C#N)cc1OC	16.6%	3.5%	-0.2%	i	-17.9%
O=C(NCc1cccc(CNC(=O)c2ccco2)c1)c1ccco1	5.8%	-6.2%	20.0%	i	-1.5%
CCN(CC)S(=O)(=O)c1ccc(OC)c(-n2cnnn2)c1	19.8%	1.9%	5.8%	i	6.2%
CCCCOc1cccc(C(=O)N(Cc2ccco2)C2CCS(=O)(=O)C2)c1 (stereo not given)	8.3%	0.3%	-13.7%	i	-3.4%
CCOC(=O)c1cnn2c(C(F)(F)F)cc(-c3ccccc3)nc12	3.8%	7.1%	-13.2%	0.7%	-13.2%
COc1ccc(-c2cc(C(F)F)nc(-n3nc(C)cc3C)n2)cc1	?	46.9%	1.8%	1.0%	1.6%
CC(C)NC(=O)Nc1ccc2c(c1)C(=O)N([C@H](C)CO)C[C@H](C)[C@@H](CN(C)S(=O)(=O)c1cccs1)O2	21.2%	-2.0%	-7.7%	0.2%	nt	inhibitors of VEEV 10K pilot screen=1.1
CC(C)CNCC1OCc2ccccc2CO1	2.7%	3.5%	0.8%	0.8%	6.7%
Cc1nn(-c2cc(N3CCOCC3)ccc2[N+](=O)[O-])c(=O)c2ccccc12	-32.8%	-5.7%	-2.2%	i	-4.3%
CCCCN1C(=O)C(=Nc2cccc3cnccc23)c2ccccc21	55.8%	-2.0%	9.9%	3.9%	-6.8%
Cc1ccc(C(=O)O/N=C/c2c(Cl)n(C)c3ccccc23)cc1	27.4%	7.1%	-0.9%	0.8%	4.1%
O=C(N/N=C/c1ccco1)c1cccc(N2CCCC2=O)c1	-28.2%	0.3%	-5.1%	0.5%	-7.2%
CCC1(C)Cc2ccccc2-c2nc3n(c(=O)c21)CCCCC3 (stereo not given)	-11.4%	13.5%	5.1%	i	2.4%
COc1cccc(-c2nc(CS(=O)(=O)CC(=O)Nc3cccc(C(C)=O)c3)c(C)o2)c1	6.6%	-2.7%	7.6%	4.1%	-1.1%
CN(CC1COc2ccccc2O1)C(=S)NC1CCCCC1 (stereo not given)	38.4%	-4.6%	13.9%	i	4.3%
Cc1ccccc1Oc1ccc2c(c1)[C@@H]1C[C@H]3[C@@H](C(=O)N1CC2)[C@H](C)ON3C	nt	nt	5.0%	0.6%	nt
O=C(Nc1nc(-c2ccc(Cl)cc2)cs1)c1cccnc1	-1.4%	-4.6%	-5.4%	2.3%	11.4%
COc1ccc(-c2nn(CCC#N)cc2C(=O)Nc2cccc([N+](=O)[O-])c2)cc1OC	2.9%	3.8%	4.5%	2.3%	-3.4%
O=C1OC(c2ccccc2)=C/C1=C\N1CCOCC1	11.3%	1.9%	5.6%	3.9%	-9.7%
C/C=C(\C)C(=O)Nc1cccc(C2=NOC3(C2)C[C@@H](C(N)=O)N(C(=O)c2ccccc2C(=O)c2ccccc2)C3)c1 (stereo not given in full)	32.2%	-2.0%	-6.9%	0.5%	-6.2%	inhibitors of VEEV 10K pilot screen=0.4
CCOc1ccc(C(=O)NCC(=O)OCC(=O)Nc2cccc(S(=O)(=O)N3CCCC3)c2)cc1	-7.1%	-3.5%	3.7%	1.5%	2.5%
COCC(C)n1c(C)cc(C(=O)COC(=O)c2cnc(Cl)c(Cl)c2)c1C (stereo not given)	?	?	3.2%	5.2%	nt
CC(OCC(O)CNCC1COc2ccccc2O1)c1ccc(Cl)cc1 (stereo not given)	33.5%	10.8%	4.7%	i	7.9%
CCC(=O)NC(=S)Nc1ccccc1OC	-12.2%	-12.9%	-5.1%	0.7%	-3.7%
CCC(CC)NC1CCCCC1OC (stereo not given)	-9.2%	-4.6%	-2.8%	i	-4.8%
Cc1cc(C)c(OCCCCN2CCC(C)CC2)c(Br)c1	40.9%	5.0%	-8.9%	i	-1.9%
Cc1cc([N+](=O)[O-])nn1Cc1ccccc1F	7.3%	0.6%	6.7%	i	-1.6%
O=c1[nH]c(-c2ccccc2)ncc1OCc1ccccc1	nt	nt	-21.6%	0.1%	nt
Cc1ccc(NC(=O)COC(=O)CCC(=O)c2cccs2)cc1C	nt	-3.6%	7.6%	0.5%	-0.6%
CC(=O)C1=C(O)C(=O)N(CCN2CCOCC2)C1c1ccccc1 (stereo not given)	-7.9%	5.6%	-4.3%	2.1%	24.2%
Cc1cc(NS(=O)(=O)c2ccc(NC(=O)c3ccc(Cl)cc3Cl)cc2)no1	6.7%	-15.0%	10.5%	10.5%	-8.0%
COc1ccccc1NC(=O)CSc1nnc(NC(=O)c2ccco2)s1	3.7%	-18.6%	-0.4%	2.5%	-5.7%
c1coc(Cn2c(SCc3nc4ccccc4[nH]3)nnc2-c2cccs2)c1	39.0%	-6.4%	-4.2%	i	7.7%
O=C(Nc1ccc(F)cc1)C(=O)C1C(=O)Nc2ccccc21 (stereo not given)	31.2%	-1.6%	-1.1%	0.5%	1.3%
COc1ccc(NC(=O)c2ccccc2[N+](=O)[O-])cc1OC	-7.5%	1.6%	13.5%	i	-2.7%	inhibitors of VEEV 10K pilot screen=0.1
O=C(CCn1ccc2cc(S(=O)(=O)N3CCCC3)ccc21)NCc1ccccc1	12.0%	-2.9%	5.8%	2.0%	2.9%
O=C(CCS(=O)(=O)c1cccc2nsnc12)N1CCN(c2ccccc2F)CC1	9.7%	-3.0%	2.5%	9.8%	-11.5%
COC(=O)C1=C(C)C(c2ccc(OC)cc2)NC(=O)N1 (stereo not given)	-3.3%	2.8%	-11.1%	0.1%	-6.8%
Cc1ccc(-c2csc(NCCn3c(-c4ccncc4)nc4cc(C(F)(F)F)ccc43)n2)cc1	20.0%	3.4%	2.2%	5.6%	nt
COc1ccccc1N1CCN(S(=O)(=O)c2ccc(-c3cnc(C4CC4)o3)cc2)CC1	11.2%	6.8%	8.0%	i	13.5%
Cc1c(C)c2c(OCC(=O)NCC(C)C)cc3c(c2oc1=O)CCC(C)(C)O3	-9.9%	1.6%	-24.4%	1.0%	-0.4%
N#C/C(=C\c1ccc(O)c(O)c1)C(=O)NCCc1ccccc1	26.8%	3.0%	6.0%	1.9%	6.5%
O=[N+]([O-])c1ccc(CSC2=NCCN2)cc1	19.2%	9.0%	-2.9%	0.9%	-0.2%
Cc1ccc(Nc2nc(-c3c(C)nc4ccccn34)cs2)cc1	79.2%	68.7%	3.2%	4.9%	-1.1%
COC(=O)CCNC(=O)CCc1ccc(S(=O)(=O)N2CCCCCC2)cc1	57.6%	-12.1%	-8.1%	1.8%	nt
C/C(=N\NC(=O)Cn1nc(C)c([N+](=O)[O-])c1C)c1ccc(O)cc1	-1.6%	-0.8%	-7.2%	4.2%	-3.3%

Next section.
SMILES	tuberculosis growth	H37Rv inhibition	H1N1 NS1A inhibition	inhibitors of VEEV	PhoP GFP inhibition	others
COC(=O)c1ccc(C)c(NC(=O)c2nn(C)c(=O)c3ccccc23)c1	-7.2%	4.6%	10.0%	i	-0.7%
Cc1ccc(C(C)C)c(OCC(=O)N/N=C/c2ccc(S(=O)(=O)O)o2)c1	7.9%	6.2%	1.3%	i	8.7%
N#Cc1ccsc1NC(=O)c1cnccn1	75.3%	-5.7%	5.8%	9.2%	6.8%
CCOC(=O)c1ccc(NC(=O)C2CCCN(c3cnccn3)C2)cc1 (stereo not given)	12.8%	-3.0%	-5.8%	1.0%	-7.2%
CC(=O)Nc1ccc(NC(=O)C/C(C)=N/NC(=O)C(=O)N2CCCC2)cc1	-3.3%	-5.0%	3.4%	2.8%	0.6%
CN(Cc1cnn(C)c1)C(=O)C1CCC(=O)N(C2CCCCCC2)C1 (stereo not given)	-28.4%	1.0%	-4.2%	0.1%	5.7%
CCOC(=O)c1sc(NC(=O)CSCc2c(C)noc2C)nc1C	13.1%	-9.1%	-1.8%	8.0%	nt
CN(C(=O)c1ccc(N2CCOCC2)c([N+](=O)[O-])c1)C1CCCCC1	-2.8%	-6.8%	-5.3%	0.7%	-3.5%
CCOc1cc(S(=O)(=O)N2CCCCC2)ccc1Cl	3.9%	-3.0%	-7.3%	1.9%	7.2%
Fc1ccc(Cn2c(SCc3ccc(F)c(F)c3)nnc2C(F)(F)F)cc1	26.9%	1.3%	3.5%	i	-2.8%
CCC(=O)N1CCc2cc(S(=O)(=O)NCCC(=O)Nc3ccc(OC)cc3)ccc21	11.8%	5.5%	-20.0%	3.2%	4.5%
Cc1ccc(S(=O)(=O)C(F)(F)F)cc1NC(=O)c1cccnc1	6.7%	7.6%	-4.0%	i	-16.1%
Nc1cc(Cl)ccc1N1CCCC1	25.9%	-4.5%	5.8%	1.3%	-6.9%
CNS(=O)(=O)c1cc(Cl)ccc1Sc1ccccc1C(=O)O	-4.4%	-1.4%	-0.7%	i	-1.7%
COc1ccc(-c2csc(N3C(=O)CNC3=S)n2)cc1	22.2%	-6.3%	-6.8%	1.1%	-8.8%
OC(CNC1CCCCC1)COCCOc1ccc(Br)cc1 (stereo not given)	66.6%	4.6%	0.1%	0.7%	7.9%
CCC(Nc1ccc(OC)cc1)C(=O)N/N=C/c1ccc([N+](=O)[O-])cc1 (stereo not given)	20.7%	-7.4%	3.2%	2.5%	-4.4%
CCc1ccc2c(c1)C(NC(C)=O)C(=O)N2CC (stereo not given)	nt	-5.4%	-10.1%	2.8%	nt
CCOC(=O)C1=C(C)OC(N)=C(C(=O)OCC)[C@@]12C(=O)N(CC(N)=O)c1ccccc12	-18.5%	-10.6%	4.2%	i	-12.7%
O=C(NCc1ccccc1)Nc1cc(Cl)ccc1Cl	-7.2%	0.6%	-8.4%	i	2.5%
O=C(NCC1CCCO1)C1c2ccccc2C(=O)N1C1CCCCCCC1 (stereo not given)	1.6%	9.1%	-1.1%	0.8%	-5.0%
O=C(N/N=C/c1ccco1)c1cc(-c2ccc(Br)s2)[nH]n1	6.5%	4.5%	3.7%	2.1%	5.6%
C/C(=N\NC(=O)c1cccc(S(=O)(=O)N2CCOCC2)c1)c1cc2ccccc2o1	12.9%	5.8%	-13.8%	0.5%	12.1%
O=C(c1ccccc1F)c1cn(Cc2ccc(F)cc2)c2ccccc12	19.4%	-0.9%	-1.0%	0.6%	-7.6%
O=C(N1CCOCC1)C12CC3CC(C1)CC(c1ccccc1)(C3)C2	-1.0%	-4.3%	-9.7%	0.5%	-2.8%
O=C1Nc2ccc(S(=O)(=O)NCc3ccco3)c3cccc1c23	20.7%	0.8%	3.7%	1.0%	-5.1%	inhibitors of VEEV 10K pilot screen=2.0
O=C(N/N=C/c1ccccc1)c1c(O)c2ccccc2[nH]c1=O	nt	?	-2.7%	3.9%	-4.0%
CN(CC(=O)NCc1ccccc1Cl)CC(=O)Nc1ccccc1Br	-0.2%	7.3%	-5.6%	i	nt

High-throughput results as filed in PubChem BioAssay.
